Sm TGR inh: qHTS Assay for the Inhibitors of Schistosoma Mansoni Peroxiredoxins | Schistosoma mansoni thioredoxin glutathione reductase (TGR), Q962Y6 | purified TGR, DTNB reduction, TNB absorbance 405 nm | Potency, µM (doses to about 114 µM), for the others: at the highest dose activity change, negative = inhibition, usual class: inhibitors | hit rate 3% among 360,000 | AID 485364, 2010; further: potency means the concentration at half of the fitted maximal effect; nearly all actives have a fitted effect of over 60% in size
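Kinetic colorimetric format: TGR-catalysed, NADPH-driven DTNB reduction monitored via TNB absorbance. Enzyme dispensed at 20 nM; compound exposure 15 min at room temperature before reaction start.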
Giardia FBPA inh: qHTS Assay for Inhibitors of Fructose-1,6-bisphosphate Aldolase from Giardia Lamblia | AID 2451, 2010 | purified Giardia FBPA | Potency, µM (doses to about 59.6 µM), without a hit: top-dose activity, negative = inhibition, usual class: inhibitors | hit rate 0.71% among 290,000 | A8B2U2; further: potency means the concentration at half of the fitted maximal effect; nearly all actives have a fitted effect of over 55% in size
Target sequence (A8B2U2 whole entry, looked up): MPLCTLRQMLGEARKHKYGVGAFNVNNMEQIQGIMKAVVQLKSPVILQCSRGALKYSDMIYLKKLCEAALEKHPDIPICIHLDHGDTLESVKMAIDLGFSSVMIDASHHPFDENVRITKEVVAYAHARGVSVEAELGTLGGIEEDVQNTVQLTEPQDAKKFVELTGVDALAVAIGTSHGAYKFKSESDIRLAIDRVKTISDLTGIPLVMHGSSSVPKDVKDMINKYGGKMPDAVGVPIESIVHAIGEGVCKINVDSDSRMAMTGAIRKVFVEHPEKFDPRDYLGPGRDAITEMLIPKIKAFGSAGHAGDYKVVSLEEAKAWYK
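Giardia FBPA (40 nM reagent) was preincubated 10 min at RT with compound (up to 57.5 uM final), then substrate plus GAPDH/TPI/NAD/arsenate coupling system with diaphorase/resazurin was added; resorufin fluorescence (525/598 nm) was read after 20 min.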
AmpC inh detg: qHTS Inhibitors of AmpC Beta-Lactamase (assay with detergent). P00811. AmpC hydrolysis of nitrocefin, absorbance 480 nm, 0.01% Triton. Potency, µM (doses to about 114 µM), inactives show at the highest dose activity change, negative = inhibition, most hits filed as inhibitors. hit rate 0.041% among 370,000. AID 485294, 2010;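 further: potency means the concentration at half of the fitted maximal effect; 0% = no-compound wells and -100% = no-enzyme wells; nearly all actives have a fitted effect of over 25% in size; some results filed as inactive show a strong effect at the top dose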
Target sequence (P00811 whole entry, looked up): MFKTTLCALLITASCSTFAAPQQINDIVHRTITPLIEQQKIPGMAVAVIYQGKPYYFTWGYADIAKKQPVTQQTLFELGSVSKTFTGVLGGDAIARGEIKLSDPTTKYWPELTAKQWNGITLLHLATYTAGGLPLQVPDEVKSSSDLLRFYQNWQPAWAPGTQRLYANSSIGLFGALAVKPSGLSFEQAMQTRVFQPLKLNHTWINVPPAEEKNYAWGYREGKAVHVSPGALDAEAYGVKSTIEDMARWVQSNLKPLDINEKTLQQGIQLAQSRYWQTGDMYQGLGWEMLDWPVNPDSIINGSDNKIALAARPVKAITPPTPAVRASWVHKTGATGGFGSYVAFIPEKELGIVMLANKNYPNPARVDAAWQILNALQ
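AmpC (5.3 nM in the dispensed reagent) in 20 mM phosphate pH 7.0 with 0.01% (detergent screen) or 0.0001% Triton X-100 was preincubated with compounds for 15 min at room temperature. Nitrocefin was then added from an 800 uM solution, and hydrolysis was followed at 480 nm.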
AmpC no deterg: qHTS Inhibitors of AmpC Beta-Lactamase (assay without detergent); AmpC nitrocefin hydrolysis, absorbance 480 nm, 0.0001% Triton; Potency, µM (titrated, usually from 57.1 µM), without a hit: top-dose activity change, negative = inhibition, actives largely listed as inhibitors; hit rate 0.52% among 330,000; P00811; AID 485341, 2010;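 further: potency means the concentration at half of the fitted maximal effect; plate controls were no compound for no effect and no enzyme for full effect; nearly all actives have a fitted effect of over 20% in size; some results filed as inactive show a strong effect at the top dose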
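AmpC (5.3 nM in the dispensed reagent) in 20 mM phosphate pH 7.0 with 0.01% (detergent screen) or 0.0001% Triton X-100 was preincubated with compounds for 15 min at room temperature. Nitrocefin was then added from an 800 uM solution, and hydrolysis was followed at 480 nm.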
HCMV inh: qHTS Assay for inhibitors of the human cytomegalovirus (HCMV) | HFF cells, HCMV-luciferase reporter, 72 h; active compounds read low | activity change, negative = inhibition, % at 57.5 µM | hit rate 4.5% among 410,000; in the data active means activity change below about -60%; inconclusive means no clear call, values can overlap the other calls; inactive means above about -39%
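HFF cells seeded 16 h at 37C, treated with compounds, infected with luciferase-reporter HCMV at MOI 1 PFU/cell; luciferase read at 72 h post infection, normalized to buffer-only and Salinomycin controls.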
AMA1 RON2 block: qHTS for Inhibitors of AMA1-RON; Towards Development of Antimalarial Drug Lead: Primary Screen; AlphaScreen AMA1-biotinylated RON2 peptide binding; AID 720542, 2013; hit rate 0.2% among 360,000; Potency, µM (series often up to 58.2 µM), inactives show top-dose activity change, negative = inhibition, usual class: inhibitors;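 further: potency means the concentration at half of the fitted maximal effect; 0% = vehicle wells and -100% = peptide control; nearly all actives have a fitted effect of over 45% in size; some results filed as inactive show a strong effect at the top dose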
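AMA1 (3D7) with his tag at 25 nM final met compounds first, then biotinylated RON2 peptide at 25 nM; detection used donor plus acceptor beads, 10 µg/mL apiece, read by AlphaScreen after 30 min at room temperature.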
* marks the source's active call; other numbers are inactive results; & = joins results of further samples; [ ] = remark or other dose. Unless noted, the call rests on the fitted dose curve; in most records, active means well fitted curve in the direction sought with a large enough effect; inconclusive means small, poorly fitted or top-dose-only effect, or another doubt; inactive means no such curve, though single readings can be large; an effect the other way counts as inactive or inconclusive. Unless noted, on the % scale 0 is the no-effect control and ±100 the full control effect.

`O=S(=O)(c1cccc(F)c1)N1CCC(Oc2ccc(-n3cnnn3)cc2)CC1` gave Sm TGR inh 7%, AmpC inh detg 17% and HCMV inh -96*.
O=C(c1cc([N+](=O)[O-])ccc1Cl)N1CCN(c2ccc([N+](=O)[O-])cc2)CC1 was read as Sm TGR inh 4%, Giardia FBPA inh -3%, AmpC inh detg inconclusive, AmpC no deterg -20%, HCMV inh inconclusive and AMA1 RON2 block -2%.
Screening CCOCCCNCC(=O)Nc1cc(S(=O)(=O)N2CCOCC2)ccc1N1CCOCC1 returned AmpC no deterg -3%, HCMV inh 22 and AMA1 RON2 block 7%.
`Fc1ccc(Cn2nnc(-c3ccc(Cl)cc3)n2)cc1` gave Sm TGR inh 3%, Giardia FBPA inh 7%, AmpC inh detg 3%, AmpC no deterg -19%, HCMV inh 26 and AMA1 RON2 block 7%.
Screening Cc1cc(C)c(C#N)c(N2CCN(Cc3ccc4c(c3)OCO4)CC2)n1 returned Sm TGR inh 6%, Giardia FBPA inh 4%, AmpC inh detg -12%, AmpC no deterg 52%, HCMV inh -4 and AMA1 RON2 block -12%.
Screening C[C@]12CC[C@@H](O)CC1=CCC1C2CC[C@@]2(C)C1C[C@@H](F)[C@@H]2O (stereo partly specified) returned AmpC no deterg -23%, HCMV inh -18 and AMA1 RON2 block -2%.
Screening CCC(NC(=O)CC[C@H]1O[C@@H](n2cc(C)c(=O)[nH]c2=O)C[C@@H]1O)c1ccccc1 (stereo partly specified) returned AmpC no deterg -11%, HCMV inh -1 and AMA1 RON2 block -6%.
CCCSCCCNC(=O)C1CCN(c2nn3cc(-c4ccc(F)cc4)nc3s2)CC1 was read as Sm TGR inh 1%, AmpC inh detg -1% and HCMV inh 0.
For O=P(O)(O)CCP(=O)(c1ccccc1)c1ccccc1 the results were Sm TGR inh 8%, Giardia FBPA inh 3%, AmpC inh detg 6%, AmpC no deterg -8%, HCMV inh 18 and AMA1 RON2 block 2%.
CSc1nc2cc(C)nn2c(-c2ccc(C(C)(C)C)cc2)c1C#N was read as Sm TGR inh 7%, Giardia FBPA inh 0%, AmpC inh detg 1%, AmpC no deterg -12%, HCMV inh 11 and AMA1 RON2 block 5%.
CSc1cccc(NC(=O)Nc2ccccc2OCc2cc(=O)n3cc(C)ccc3n2)c1 was read as Sm TGR inh 50%[activator], AmpC inh detg 11% and HCMV inh -8.
For CC1(C)CC2CC(C)(CN2C(=O)c2cc(-c3ccc(O)cc3)on2)C1 (stereo unspecified) the results were Sm TGR inh -6%, Giardia FBPA inh -5%, AmpC inh detg 6%, AmpC no deterg 21%, HCMV inh -61* and AMA1 RON2 block 4%.
C=CCNC(=O)COC(=O)c1ccc(Cl)c(S(N)(=O)=O)c1 was read as Sm TGR inh 1%, Giardia FBPA inh 3%, AmpC inh detg -11%, AmpC no deterg -20%, HCMV inh inconclusive and AMA1 RON2 block 12%.
For COc1ccc(OC)c(NC(=O)c2cc(S(=O)(=O)NCc3ccco3)ccc2F)c1 the results were Sm TGR inh 1%, Giardia FBPA inh 1%, AmpC inh detg inconclusive, AmpC no deterg -24%, HCMV inh -23 and AMA1 RON2 block 7%.
Screening COc1ccc(-n2nnnc2SCC(=O)Nc2nnc(C)s2)cc1OC returned Sm TGR inh 13%, Giardia FBPA inh -7%, AmpC inh detg 2%, AmpC no deterg -22%, HCMV inh 48 and AMA1 RON2 block 1%.
For COc1ccc(-c2cn3cccnc3n2)cc1NC(=O)COc1ccccc1 the results were Sm TGR inh 0%, AmpC inh detg 3% and HCMV inh -37.
Screening Cc1ccc(-c2cc3nn(-c4ccccc4)c(N)c3c(=O)o2)cc1 returned Sm TGR inh -23%, Giardia FBPA inh 1%, AmpC inh detg inconclusive, AmpC no deterg -7%, HCMV inh -12 and AMA1 RON2 block 7%.
For O=C(O)CSc1cnc2ccccc2n1 the results were Sm TGR inh -29%, Giardia FBPA inh 4%, AmpC inh detg inconclusive, AmpC no deterg -11%, HCMV inh -20 and AMA1 RON2 block 2%.
CCOC(=O)c1[nH]c2ccccc2c1NC(=O)CN1CCCCC1 was read as Sm TGR inh 6%, Giardia FBPA inh -10%, AmpC inh detg 1%, AmpC no deterg -54%, HCMV inh 49 and AMA1 RON2 block 7%.
`Cc1ccc(S(=O)(=O)c2c(N)n(CCN3CCOCC3)c3nc4ccccc4nc23)cc1C` gave Sm TGR inh -6%, Giardia FBPA inh 4%, AmpC inh detg -10%, AmpC no deterg 19% and AMA1 RON2 block -13%.
For O=C(NCc1ccco1)c1ccc(CS(=O)(=O)Cc2ccc(F)cc2)o1 the results were Sm TGR inh -31%, Giardia FBPA inh -3%, AmpC inh detg -14%, AmpC no deterg -6% and AMA1 RON2 block 8%.
For C=CCN(C(=O)CNC(=O)c1ccco1)C(C(=O)NC1CCCCC1)c1ccccc1F (stereo unspecified) the results were Sm TGR inh inconclusive, Giardia FBPA inh 0%, AmpC inh detg 3%, AmpC no deterg -8%, HCMV inh -18 and AMA1 RON2 block 0%.
Brc1ccc(-c2csc(N/N=C/c3ccco3)n2)cc1 was read as Sm TGR inh -1%, Giardia FBPA inh -4%, AmpC inh detg 2%, AmpC no deterg inconclusive, HCMV inh 36 and AMA1 RON2 block 60%[activator].
Screening CC(=O)c1ccc(S(=O)(=O)N(C)CCCC(=O)N(C)Cc2ccccc2F)cc1 returned Sm TGR inh 1%, Giardia FBPA inh -1%, AmpC inh detg -5%, AmpC no deterg 75%[activator], HCMV inh 16 and AMA1 RON2 block -5%.
For CN(CC(=O)Nc1cccc(S(=O)(=O)N2CCCC2)c1)Cc1ccccc1 the results were AmpC no deterg -1%, HCMV inh 36 and AMA1 RON2 block 14%.
Screening CCOC(=O)/C=C/CN(C(=O)OC(C)(C)C)S(=O)(=O)N1CC=CC1 returned Sm TGR inh 4%, Giardia FBPA inh 0%&-11%, AmpC inh detg -1%, AmpC no deterg 12%, HCMV inh 47 and AMA1 RON2 block 1%.
`COc1cc2[nH]c3c(=O)n4c(nc3c2cc1OC)SCCC4` gave Sm TGR inh 14%, Giardia FBPA inh -9%, AmpC inh detg 2%, AmpC no deterg -27%, HCMV inh 158 and AMA1 RON2 block -3%.
O=C(Nc1ccccc1N1CCCC1)c1ccc(Br)o1 was read as Sm TGR inh -28%, Giardia FBPA inh 0%, AmpC inh detg 1%, AmpC no deterg -20%, HCMV inh -18 and AMA1 RON2 block -16%.
For Cn1c(SCC(=O)NCc2ccccc2)nc2ccccc21 the results were Sm TGR inh 3%, Giardia FBPA inh 2%, AmpC inh detg 2%, AmpC no deterg 0%, HCMV inh -100* and AMA1 RON2 block 0%.
Screening O=C(CCNC(=O)c1ccccc1Cl)Nc1nc2ccc(F)cc2s1 returned Sm TGR inh 0%, AmpC inh detg 4%, AmpC no deterg -1%, HCMV inh 13 and AMA1 RON2 block 4%.

Gathered by group: the entries above with an NH in an aromatic ring.
Screening CCC(NC(=O)CC[C@H]1O[C@@H](n2cc(C)c(=O)[nH]c2=O)C[C@@H]1O)c1ccccc1 (stereo partly specified) returned AmpC no deterg -11%, HCMV inh -1 and AMA1 RON2 block -6%.
CCOC(=O)c1[nH]c2ccccc2c1NC(=O)CN1CCCCC1 was read as Sm TGR inh 6%, Giardia FBPA inh -10%, AmpC inh detg 1%, AmpC no deterg -54%, HCMV inh 49 and AMA1 RON2 block 7%.
`COc1cc2[nH]c3c(=O)n4c(nc3c2cc1OC)SCCC4` gave Sm TGR inh 14%, Giardia FBPA inh -9%, AmpC inh detg 2%, AmpC no deterg -27%, HCMV inh 158 and AMA1 RON2 block -3%.

New compounds follow.
For O=C(NCCC1CCCCN1S(=O)(=O)c1ccccc1)C(=O)NCC1CCCO1 (stereo unspecified) the results were Sm TGR inh -3%, AmpC inh detg -2%, AmpC no deterg -4%, HCMV inh -18 and AMA1 RON2 block 2%.
Screening O=C(COc1ccccc1)Nc1nonc1NC(=O)COc1ccccc1 returned Sm TGR inh -1%, Giardia FBPA inh -10%, AmpC inh detg inconclusive, AmpC no deterg -25%, HCMV inh 2 and AMA1 RON2 block 4%.
Screening O=C(Nc1ccc(S(=O)(=O)Nc2nccs2)cc1)c1cnc(Cl)c(Cl)c1 returned Sm TGR inh 4%, Giardia FBPA inh 13%, AmpC inh detg -7%, AmpC no deterg inconclusive, HCMV inh 18 and AMA1 RON2 block -6%.
`NC(=O)c1cnn2c(C(F)(F)F)cc(-c3ccc(F)cc3)nc12` gave Sm TGR inh -5%, Giardia FBPA inh 1%, AmpC inh detg inconclusive, AmpC no deterg 6%, HCMV inh 36 and AMA1 RON2 block 2%.
`C=CCN(c1ccc(F)cc1)S(=O)(=O)c1cc(C(=O)NC2CCC(O)CC2)ccc1Cl` (stereo unspecified) gave Sm TGR inh -11%, AmpC inh detg -2%, AmpC no deterg 185%[activator], HCMV inh 27 and AMA1 RON2 block 9%.
O=c1c(Cc2ccc(Cl)cc2Cl)c(O)ccn1CCCN1CCOCC1 was read as Sm TGR inh -10%, Giardia FBPA inh 0%, AmpC inh detg 0%, AmpC no deterg -5%[2.29 µM], HCMV inh -5 and AMA1 RON2 block 0%.
Screening COC(=O)c1c(NC(=O)CSc2nnnn2-c2ccccc2)sc2c1CCCC2 returned Sm TGR inh -7%[11.4 µM], Giardia FBPA inh 1%, AmpC inh detg -12%, AmpC no deterg -22%, HCMV inh 21 and AMA1 RON2 block 0%.
`O=C(c1ccc(CSc2nc3ccncc3n2Cc2ccc(F)cc2)cc1)N1CCCCCC1` gave Sm TGR inh -5%, AmpC inh detg 0% and HCMV inh -22.
`CC(C)(C)c1ccc(C(=O)Nc2ccccc2C(=O)OCc2cc(=O)n3ccsc3n2)cc1` gave Sm TGR inh 5%, AmpC inh detg 15% and HCMV inh 69.
Screening Cc1cc(C)nc(SCC(=O)N(C)CC(=O)Nc2ccccc2Br)n1 returned Sm TGR inh -3%, AmpC inh detg -19%, AmpC no deterg -7%, HCMV inh -22 and AMA1 RON2 block -3%.
For CCc1cccc(CC)c1NC(=O)CN1CCc2cc(OC)c(OC)cc2C1 the results were Sm TGR inh 7%, Giardia FBPA inh inconclusive, AmpC inh detg 1% and AmpC no deterg 28%.
`O=C(COC(=O)Cc1ccccc1[N+](=O)[O-])NCc1ccc(Cl)cc1` gave Sm TGR inh inconclusive, Giardia FBPA inh 4%, AmpC inh detg 1%, AmpC no deterg -9%, HCMV inh -27 and AMA1 RON2 block -1%.
For COc1ccc(C2NC(=O)N(C)C3=C2C(=O)N(c2ccc(C(=O)O)cc2)C3)cc1 (stereo unspecified) the results were Sm TGR inh 10%, AmpC inh detg -2% and HCMV inh 15.
`CCOc1ncccc1C(=O)Nc1ccc(Cl)cc1` gave Sm TGR inh 2%, Giardia FBPA inh 1%, AmpC inh detg 0%, AmpC no deterg 0%, HCMV inh 82 and AMA1 RON2 block 4%.

Screening data (PubChem)
